MOR-DOR ag: agonists of human mu-delta opioid receptor heterodimerization | activation, % at 9.3 µM | 340,000 tested, 0.3% active | P35372+P41143 | AID 504326 | cells, OPRM1-OPRD1 heterodimerization, luminescence; in the data active = activation above about 18%;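 also: 0% = vehicle-treated cells and 100% = reference agonist; values of inactives mirror those of a sister screen read the other way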
Target sequence (P35372 whole entry, looked up): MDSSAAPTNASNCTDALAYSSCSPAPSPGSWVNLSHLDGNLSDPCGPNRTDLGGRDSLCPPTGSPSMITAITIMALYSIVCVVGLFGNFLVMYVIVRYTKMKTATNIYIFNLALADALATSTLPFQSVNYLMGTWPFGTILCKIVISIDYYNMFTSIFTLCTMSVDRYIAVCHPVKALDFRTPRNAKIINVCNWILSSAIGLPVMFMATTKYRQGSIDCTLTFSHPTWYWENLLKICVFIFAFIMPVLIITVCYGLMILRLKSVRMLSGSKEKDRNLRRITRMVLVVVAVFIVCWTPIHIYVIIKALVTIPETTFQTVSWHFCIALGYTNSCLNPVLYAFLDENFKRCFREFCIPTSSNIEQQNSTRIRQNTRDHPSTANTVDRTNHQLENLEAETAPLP
Target sequence (P41143 whole entry, looked up): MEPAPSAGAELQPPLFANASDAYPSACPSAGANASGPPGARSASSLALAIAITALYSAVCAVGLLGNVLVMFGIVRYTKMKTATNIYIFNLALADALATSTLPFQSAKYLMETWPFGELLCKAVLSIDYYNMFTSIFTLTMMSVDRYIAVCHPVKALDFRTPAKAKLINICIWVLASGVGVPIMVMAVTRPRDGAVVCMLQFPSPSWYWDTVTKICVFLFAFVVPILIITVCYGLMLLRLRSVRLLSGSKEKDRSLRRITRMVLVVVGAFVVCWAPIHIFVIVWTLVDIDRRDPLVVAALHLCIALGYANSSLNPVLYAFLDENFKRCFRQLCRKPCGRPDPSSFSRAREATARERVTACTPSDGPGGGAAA
Keap1-Nrf2 PPI: Keap1-Nrf2 (human) interaction inhibition; Keap1 Kelch-Nrf2 peptide fluorescence polarization, 1536-well; inhibition, % at 9.4 µM; 340,000 tested, 0.15% active; AID 504523; in the data active = inhibition above about 12%;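 also: human Keap1 Kelch domain with fluorescein labeled Nrf2 9mer peptide probe; 0% = neutral control wells and 100% = peptide positive control; higher means more block of Keap1 binding to Nrf2 peptide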
V-ATPase pH: alters yeast V-ATPase proton transport; response, % at 10 µM; S. cerevisiae, pHLuorin cytosolic pH fluorescence; 350,000 tested, 0.37% active; in the data active = response mostly above about 7.3%, no sharp cut-off; inactive = mostly below about 5.4%; also: actives read high; inactives centre near 0; some compounds called inactive have numbers as strong as hits; reference of the scale not given here
HTR5A inv ag: counter-screen for OPRM1-OPRD1 inverse agonists: human HTR5A inverse agonism; P47898; HTR5A cell line, luminescence; inhibition, % at 9.3 µM; 340,000 tested, 0.083% active; AID 504634; in the data active = inhibition mostly above about 23%, no sharp cut-off; inactive = mostly below about 18%;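 also: 0% = cells with DMSO and 100% = no-cell wells with DMSO; some compounds called inactive have numbers as strong as hits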
RTF Ca sens act: increases calcium sensitivity of human cardiac regulated thin filaments; P19429+P45379; AID 493008; 340,000 tested, 0.24% active; activation, % at 7.2 µM; IANBD-labeled TnC RTF fluorescence at EC20 calcium; 0% EC20 calcium, 100% full calcium;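 active = activation above the mean over all tested compounds plus 3 SD, cut at about 30% in these data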;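 also: rise in fluorescence read as greater calcium sensitivity of cardiac thin filaments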
LANA DNA inh: blocks KSHV LANA C-terminal domain binding to DNA | MBP-C-LANA/FAM-LBS DNA binding, fluorescence polarization | inhibition, % at 9 µM | 340,000 tested, 0.078% active;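 active = highest replicate inhibition at or above 60% at 9 µM, even if other replicates fall short; inactive = all replicates below 60% inhibition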;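 also: 0% = neutral control wells and 100% = 4 µM acridine orange control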
HTR5A ag ctr: activates human HTR5A in OPRM1-OPRD1 agonist counter-screen; HTR5A agonist assay, luminescence, cell-based; activation, % at 9.3 µM; 340,000 tested, 0.61% active; AID 504692; in the data active = activation mostly above about 9.5%, no sharp cut-off; inactive = mostly below about 7.6%;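 also: 0% = cells with vehicle only and 100% = reference agonist; strong numbers were not always called active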
RTF Ca sens inh: cardiac RTF calcium desensitization. P19429+P45379. 340,000 tested, 0.12% active. inhibition, % at 7.15 µM. IANBD-labeled cardiac RTF, Ca2+ fluorescence;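 active = inhibition above the mean inhibition of all tested compounds plus 3 SD, cut at about 17% in these data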;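 also: assay run at fixed EC70 calcium of 1.6 mM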
CAL-PDZ inh HTS: inhibitors of human CAL PDZ peptide binding; inhibition, % at 24.9 µM; 300,000 tested, 0.92% active; purified CAL PDZ, TMR-peptide fluorescence polarization, 1 h; Q9HD26;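 active = mean inhibition of at least 30% with at least half of replicates also reaching 30%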;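 also: 0% = DMSO neutral control and 100% = excess unlabeled competitor peptide PRC23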
OPRM1-OPRD1 inv: mu-delta opioid heterodimer inverse agonism; P35372+P41143; cell-based MOR-DOR heterodimer luminescence; inhibition, % at 9.3 µM; 340,000 tested, 0.21% active; in the data active = inhibition above about 22%, passing the limit was not always enough;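 also: 0% = cells with DMSO and 100% = wells without cells with DMSO; values of inactives mirror those of a sister screen read the other way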
* hit, by the source's call; / = no result given. Hits appear at their usual frequency. About 2.8% of those tested had a hit in this group.

SMILES	MOR-DOR ag	Keap1-Nrf2 PPI	V-ATPase pH	HTR5A inv ag	RTF Ca sens act	LANA DNA inh	HTR5A ag ctr	RTF Ca sens inh	CAL-PDZ inh HTS	OPRM1-OPRD1 inv
CCOC(=O)C1=C(N)Oc2cc(O)ccc2C1c1ccccc1 (stereo not drawn)	4.8	-4	-2	4	3	0.6	-1	-3	-5	-24
COc1ccccc1CN(C)C(=O)C1(c2ccc(Cl)cc2)CC1	1.3	-4	1	21	-1	1.9	-4	2	-1	-7
COc1ccc(/C=C(\NC(=O)c2ccccc2)C(=O)NNC(=O)CCN2CCOCC2)cc1	-1.8	2	0	-1	1	0.9	1	-3	/	9
O=C(C1CCC(=O)N(C2CCCC2)C1)N1CCC(Oc2ccccc2Cl)CC1 (stereo not drawn)	-2.6	-6	3	2	1	-1.3	8	0	-12	14
COc1ccc(CC(=O)N/N=C(\C)CC(=O)Nc2ccc3c(c2)OCCO3)cc1OC	-1.8	-1	1	5	3	0.0	-2	-17	44*	10
COc1ccc(-c2noc(CN(C)C(=O)c3ccc4c(c3)OCO4)n2)cc1OC	-0.9	2	-4	-24	4	-1.2	8	-8	-8	5
COC(=O)c1nn(-c2nc(-c3ccc(OC)c(OC)c3)cc(C(F)(F)F)n2)cc1[N+](=O)[O-]	-2.9	-2	0	-15	1	0.6	5	4	-6	15
Cc1cc(C)c2nc(N3CCCC(C(=O)N4CCC(C(N)=O)CC4)C3)sc2c1 (stereo not drawn)	-1.9	-2	-3	-5	5	-0.6	4	-7	-1	11
CCC(CC)C(=O)OCC(=O)NC12CC3CC(CC(C3)C1)C2	4.0	-1	1	-24	-4	-0.5	-1	-2	-9	-20
CC(C)Cc1nnc(NC(=O)C2CSC3(C)CCC(=O)N23)s1 (stereo not drawn)	0.6	-1	1	-2	0	0.0	3	6	-4	-4
CCOC(=O)c1ccc(S(=O)(=O)N2CCN(C)CC2)cc1	2.9	-4	3	5	12	0.1	-2	-7	-3	-18
O=C(c1cc(-c2ccccc2)nc2ccccc12)N1CCc2ccccc2C1	0.5	1	-1	8	0	-0.5	-3	-9	/	-3
O=C(CCc1ccccc1)NCC(=O)N/N=C/c1ccc2c(c1)OCO2	0.4	-4	-3	7	-5	0.8	-3	-1	2	-3
Cn1c(CCN2CCN(c3ccccn3)CC2)nc2cc(NC(=O)COc3ccc(Cl)cc3)ccc21	0.9	0	0	-19	0	-1.2	5	-1	-6	-5
Cc1cc(NC(=O)CS(=O)CC(=O)Nc2c(C)cccc2C)ccc1-n1cnnn1 (stereo not drawn)	-2.1	-2	7	-32	2	0.6	12	-11	-4	11
Cc1ccc2c(CC(=O)N(C)c3c(N)n(Cc4ccccc4)c(=O)[nH]c3=O)coc2c1	-2.8	-5	1	2	3	0.4	-1	-8	-2	15
COc1ccc(N2CSC3=C(C#N)C(c4ccc(OC)c(OC)c4)CC(=O)N3C2)c(OC)c1 (stereo not drawn)	0.8	3	-3	8	2	0.9	-3	-4	/	-5
O=C(Nc1ccc(N2CCCCC2)cc1)c1cccnc1	-0.4	2	-2	-5	0	2.0	1	7	-1	2
COc1ccc(NC(=O)CNS(=O)(=O)c2ccccc2)cc1Cl	-1.6	2	3	-22	-3	-1.2	3	-4	-6	10
COc1cc(OC)cc(-n2nc(C(=O)NCCCN3CCOCC3)c3ccccc3c2=O)c1	-4.2	1	3	5	3	-1.3	3	-1	/	17
CCOC(=O)Nc1ccc(NC(=O)OCC)cc1	-1.9	-3	1	-24	-2	0.2	9	-2	-1	11
Cc1ncc(CN2CCN(Cc3ccccc3)C(CCO)C2)s1 (stereo not drawn)	-3.3	-10	1	-11	-4	0.3	4	1	2	15
COc1ccc(NC(=O)CSc2nc3ccc(Nc4nc(N5CCOCC5)nc(N5CCOCC5)n4)cc3s2)cc1	0.7	-2	-3	3	-9	0.7	-1	-8	-2	-3
CCc1ccccc1NC(=O)C1CCN(c2cnccn2)CC1	-0.6	-2	2	-9	5	-0.6	-1	6	-7	4
CCOC(=O)c1sc(Nc2ccccc2Cl)nc1C	5.0	-2	-3	14	2	-0.3	3	-18	8	-26
(further entries)
SMILES	MOR-DOR ag	Keap1-Nrf2 PPI	V-ATPase pH	HTR5A inv ag	RTF Ca sens act	LANA DNA inh	HTR5A ag ctr	RTF Ca sens inh	CAL-PDZ inh HTS	OPRM1-OPRD1 inv
CC(C)(C)C1CCc2onc(C(=O)N3CCOCC3)c2C1 (stereo not drawn)	0.8	7	-4	-3	3	-0.1	1	-2	6	-4
CCOc1ccc(NC(=O)C(C)Oc2ccccc2C(=O)Nc2ccc(C)c(Cl)c2)cc1 (stereo not drawn)	2.9	-2	-4	9	7	-1.2	1	-3	-3	-16
CCOC(=O)N1CCN(C(=O)c2cc3cc(Cl)ccc3[nH]2)CC1	-1.6	-6	4	-3	0	2.0	1	-6	-4	8
O=C(N/N=C\c1ccc(-c2ccc([N+](=O)[O-])cc2)o1)C1COc2ccccc2O1 (stereo not drawn)	2.3	3	-4	-1	2	2.9	-4	1	-3	-12
CCOC(=O)c1ccccc1NC(=O)N[C@@H](C)C(=O)OC	-0.7	-3	2	-7	1	-1.8	2	-1	0	4
CCn1cc([N+](=O)[O-])c(C(=O)Nc2ccc(Br)cn2)n1	-0.8	2	-6	17	5	0.5	-2	-9	-6	4
O=C(N=NC(=O)c1ccc2c(O)n(C3CCCCC3)c(O)c2c1)c1cccnc1	-0.8	-1	-2	-17	-4	-0.7	9	1	/	4
CCC(C)(C)NC(=O)C(OC(=O)c1ccco1)c1ccccc1F (stereo not drawn)	-3.5	0	-2	8	-3	-2.1	-2	2	-4	16
Cc1ccc(OCc2nn3c(-c4ccco4)nnc3s2)cc1	-1.7	-2	-5	-8	-3	0.0	-2	5	-1	9
Cc1ccc(C(=O)Nc2nnc(CC(=O)N/N=C/c3ccc(O)c(O)c3)s2)cc1	-1.8	-5	4	-10	-7	0.5	3	2	-2	9
Cc1ccc(-c2nnc(SCC(=O)N/N=C/c3c(C)nn(-c4ccccc4)c3C)n2-c2ccc(C)cc2)cc1	-0.8	-5	0	-18	2	0.1	5	-6	-5	4
O=C(Nc1ccccc1)c1ccc2c(c1)OCCO2	-1.9	-1	3	19	6	0.2	-3	0	-2	11
COc1ccc2nc(NS(=O)(=O)c3ccc(NC(C)=O)cc3)sc2c1	0.5	-1	-1	1	2	1.4	-1	-23	-3	-3
Clc1ccc(C2=Nn3c(nnc3-c3cccnc3)SC2)s1	3.2	-3	0	-50	6	0.1	2	0	0	-18
Cc1ccc(C)c(Cn2c3ccccc3c3cnn(CC(=O)NCc4ccccn4)c(=O)c32)c1	6.0	-5	-2	-4	1	-0.9	2	-3	/	-30
CCC[C@@H](CN1CCC[C@H]1CN1C(N)=NC[C@@H]1Cc1ccccc1)N1C[C@@H]([C@H](C)CC)N(CCc2ccc(Cl)c(Cl)c2)C1=N	0.9	0	7	1	-3	-9.8	-8	-2	0	-5
Cc1ccc(C)c(S(=O)(=O)N2CCN(C(=O)C3CCN(c4ncnc5sc(C)c(C)c45)CC3)CC2)c1	0.6	-5	-4	-1	-7	0.0	3	-3	1	-4
CCOC(=O)Cc1csc(NC(=O)c2cnc3scc(C)n3c2=O)n1	-2.9	-1	3	-13	2	-0.3	6	-8	0	18
COC(=O)C(NC(=O)CCc1nnc2ccc(N3CCC(C)CC3)nn12)C(C)C (stereo not drawn)	-2.6	-3	6	6	-1	6.4	-2	-10	-4	13
CC(=O)NN1C(=O)c2ccc(Oc3cccc([N+](=O)[O-])c3)cc2C1=O	-2.1	0	0	6	-4	-2.7	-2	0	-1	12
CCN=C1SC(C(=O)Nc2cccc(Cl)c2)CC(=O)N1CC (stereo not drawn)	0.3	-3	-1	9	3	0.8	-3	-6	0	-2
O=C(COc1ccc(Cl)cc1)Nc1nc(-c2cccs2)cs1	2.0	1	0	-17	6	1.4	7	-5	-2	-10
Cc1nc(NC(C)c2ccccc2)sc1C(=O)Nc1ccccc1 (stereo not drawn)	0.5	-1	0	-3	4	-0.9	1	-9	-6	-3
COc1ccc2cc(C(c3nnnn3C3CCCC3)N3CCCCCC3)c3nnnn3c2c1 (stereo not drawn)	-0.4	4	0	-3	2	-1.6	1	-1	0	2
C=CCNCc1cc(=O)n2c(-c3ccccc3)csc2n1	-3.0	0	-6	-6	3	0.2	2	-1	-9	14
(continued)
SMILES	MOR-DOR ag	Keap1-Nrf2 PPI	V-ATPase pH	HTR5A inv ag	RTF Ca sens act	LANA DNA inh	HTR5A ag ctr	RTF Ca sens inh	CAL-PDZ inh HTS	OPRM1-OPRD1 inv
Cc1ccc(S(=O)(=O)N2CCC(C(=O)N[C@@H](C)C(=O)NCc3ccccc3)CC2)cc1	-2.3	-2	3	25	2	-0.1	0	-2	3	12
Cc1cc(C)c2nc(N3CCCC(C(=O)N4CCN(c5ncccn5)CC4)C3)sc2c1 (stereo not drawn)	-3.1	1	-2	1	0	14	-1	-7	/	18
CSCCC(NC(=O)COc1ccccc1)C(=O)N1CCCC(C)C1 (stereo not drawn)	-0.5	0	2	-33	-2	-0.5	1	-1	-3	4
CCC(C)NC(=O)c1cn(CC)c2ccc(S(=O)(=O)N3CCCCCC3)cc2c1=O (stereo not drawn)	-3.9	0	0	-23	-5	-0.7	-5	-1	-2	20
O=S(=O)(c1ccc(F)cc1)N1CCN=C1SCc1cccnc1	0.5	4	0	6	-1	-0.6	-2	0	5	-4
Cc1nnsc1C(=O)N/N=C/c1c(F)cccc1Cl	-1.0	2	2	5	8	1.1	-2	-8	-2	5
C[C@H](NC(=O)[C@@H]1Cc2ccccc2CN1C(=O)OC(C)(C)C)C(=O)NC1CCCC1	-1.9	4	-2	-9	-4	-1.4	-2	-6	-5	10
CCc1cc2c(=O)c(-c3nc4ccccc4n3C)c(C)oc2c(CN2CCCCC2)c1O	-1.0	7	0	-4	-2	-0.3	1	0	-1	5
COc1ccccc1C(=O)NC(CCSC)C(=O)NNC(=O)c1ccc(F)cc1 (stereo not drawn)	-3.9	5	-1	4	-1	1.6	8	2	0	21
O=C(NCc1ccc2c(c1)OCO2)C1CC(c2ccc(Cl)c(Cl)c2)=NO1 (stereo not drawn)	-1.8	-1	-6	-3	-6	0.3	0	0	-6	11
CCNC(=O)N1CCC(n2nccc2NC(=O)CCCc2ccccc2)CC1	-2.1	-2	-2	-12	1	1.0	-1	-3	-3	11
C[C@H](CO)N1C[C@H](C)[C@@H](CN(C)S(C)(=O)=O)Oc2ccc(NS(=O)(=O)c3cn(C)cn3)cc2C1=O	-1.4	3	-2	-17	7	-0.4	5	-10	-1	7
COc1ccccc1NC(=O)Nc1nc(C(C)(C)C)cs1	6.3	-4	-1	-16	3	-1.7	6	-6	-5	-32
COCCCNC(=O)C1CCN(S(=O)(=O)c2ccc3nc4c(c(C(=O)O)c3c2)CCCCC4)CC1	-1.6	-2	-4	-8	4	2.1	2	-3	-7	8
Cc1ccc(S(=O)(=O)N2CCOCC2)cc1NC(=O)CNC1CCCC1	-0.5	-1	2	-18	-1	-3.2	1	-3	-1	3
CC(=O)Nc1ccc(NC(=O)COc2ccc(S(=O)(=O)NC(C)c3ccccc3)cc2)cc1 (stereo not drawn)	-0.7	-4	-1	-10	1	-0.9	0	2	/	4

Screens (PubChem BioAssay)
